Source: PubChem
ERK AVP inh = inhibitors of vasopressin-stimulated ERK signaling pathway; 72,000 compounds, 0.99% hits; HEK293-V1b, vasopressin-stimulated pERK AlphaScreen; AID 995; Potency, µM (doses to about 57.5 µM), inactives show at the top dose activity, negative = inhibition, hits mostly inhibitors; note: potency is the fitted concentration of half-maximal effect; % is set by controls: 0 for no effect and ±100 for the full control effect; nearly all actives have a fitted effect of over 55% in size
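Overnight-seeded V1b-HEK293 cells in 1% FBS got compound, then vasopressin (25 nM final, 5 min, 37C), then lysis buffer. AlphaScreen detection of phospho-ERK; activity normalized to basal and full-stimulation controls.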
Caspase-1 inhib = blocks human caspase-1 allosterically or competitively. P29466. Caspase-1 enzyme, Ac-WEHD-AFC fluorogenic rate. Potency, µM (series often up to 57.5 µM), inactives show top-dose activity change, negative = inhibition, most hits filed as inhibitors. 75,000 compounds, 0.03% hits. AID 900;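 note: potency is the fitted concentration of half-maximal effect; plate controls were vehicle for no effect and no substrate for full effect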
Caspase-7 inhib = blocks human caspase-7 allosterically or competitively; Potency, µM (highest dose often 57.5 µM), for the others: at the top dose activity change, negative = inhibition, most hits filed as inhibitors; 75,000 compounds, 0.02% hits; AID 889; P55210; recombinant caspase-7, Ac-DEVD-AFC fluorescence rate; active = well fitted inhibition curve with a large enough effect in the main read-out, with a control signal flat, not every such curve was filed as active; inconclusive = small, poorly fitted or top-dose-only effect, or a change in a side signal; note: potency is the fitted concentration of half-maximal effect; % of control where 0% means no effect
Target sequence (P55210 24-198 limits assumed): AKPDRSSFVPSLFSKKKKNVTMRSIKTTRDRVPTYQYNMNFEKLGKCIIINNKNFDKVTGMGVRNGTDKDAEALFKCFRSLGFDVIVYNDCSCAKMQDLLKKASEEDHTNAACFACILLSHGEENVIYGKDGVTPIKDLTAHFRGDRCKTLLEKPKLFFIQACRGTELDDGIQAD
Target sequence (P55210 207-303 limits assumed): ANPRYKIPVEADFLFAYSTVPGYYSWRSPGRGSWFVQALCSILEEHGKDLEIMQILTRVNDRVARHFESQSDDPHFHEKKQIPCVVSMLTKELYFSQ
Tau filament bind = binds recombinant human tau filaments; recombinant tau filaments, thioflavin S fluorescence, 15 h; filaments grown with octadecylsulfate alongside compound; AID 596; 71,000 compounds, 2% hits; Potency, µM (titrated, usually from 57.1 µM), inactives show top-dose activity change, negative = inhibition; P10636;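 note: potency is the fitted concentration of half-maximal effect; % is set by controls: 0 for no effect and ±100 for the full control effect; actives lower thioflavin S fluorescence by blocking filaments or displacing dye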
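His-tagged recombinant human tau (exons 2, 3 and 10 included), 1 uM, was induced to fibrillize by 30 uM sodium octadecylsulfate with compound present. After 15 h at 37 C, thioflavine S fluorescence (ex 450, em 510 nm) was read.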
Fluorescein fluor = compound autofluorescence in fluorescein spectral region; Compound autofluorescence, 480/540 nm, fluorescein-equivalent; hits give high values; max fluorescein-equivalent concentration, M; 59,000 compounds, 0.91% hits; AID 593; in the data active = max fluorescein-equivalent concentration above about 10 nM; inconclusive = between about 1.1 nM and that limit
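First, buffer (100 mM Tris, pH 8.0) dispensed; second, compounds and fluorescein standards pinned in; third, 15 min room-temperature incubation; finally, imaging at ex 480 nm/em 540 nm. Fluorescence normalized against the six-point fluorescein curve.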
TexasRed autofl = compounds fluorescent in Texas Red spectral region. Compound fluorescence, Texas Red channel, 547/618 nm; hits give high values. max dye-equivalent concentration, M. 59,000 compounds, 0.06% hits. AID 587; in the data active = max dye-equivalent concentration above about 10 nM; inconclusive = between about 1.1 nM and that limit
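Compound titrations in 100 mM Tris pH 8.0 were incubated 15 min at room temperature and read at 547 nm excitation / 618 nm emission. Texas Red six-point standard curve on each plate converted fluorescence to dye-equivalent concentration.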
HEK293 cAMP cs = raises cAMP in parental HEK293 cells, TSHR agonist counter-screen; parental HEK293 CNG cAMP sensor, membrane potential fluorescence; 73,000 compounds, 2.5% hits; AID 938; Potency, µM (series often up to 57.1 µM), without a hit: at the top dose activation, most hits filed as activators; note: potency is the fitted concentration of half-maximal effect; % of control where 0% means no effect; nearly all actives have a fitted effect of over 55% in size
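Parental HEK 293 cells stably expressing a cAMP-gated CNG channel were loaded with membrane potential dye containing 100 uM RO 20-1724 for 60 min. Compound added for 30 min; depolarization read as fluorescence intensity at 590 nm.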
USP2a inh = blocks human ubiquitin-specific protease USP2a; USP2a enzymatic assay, qHTS inhibition; O75604; 60,000 compounds, 0.1% hits; AID 927; Potency, µM (series often up to 38.3 µM), inactives show top-dose activity change, negative = inhibition, hits mostly inhibitors;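 note: potency is the fitted concentration of half-maximal effect; nearly all actives have a fitted effect of over 60% in size; plate controls were DMSO for no effect and NEM full inhibition control for full effect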
Target sequence (O75604 whole entry, looked up): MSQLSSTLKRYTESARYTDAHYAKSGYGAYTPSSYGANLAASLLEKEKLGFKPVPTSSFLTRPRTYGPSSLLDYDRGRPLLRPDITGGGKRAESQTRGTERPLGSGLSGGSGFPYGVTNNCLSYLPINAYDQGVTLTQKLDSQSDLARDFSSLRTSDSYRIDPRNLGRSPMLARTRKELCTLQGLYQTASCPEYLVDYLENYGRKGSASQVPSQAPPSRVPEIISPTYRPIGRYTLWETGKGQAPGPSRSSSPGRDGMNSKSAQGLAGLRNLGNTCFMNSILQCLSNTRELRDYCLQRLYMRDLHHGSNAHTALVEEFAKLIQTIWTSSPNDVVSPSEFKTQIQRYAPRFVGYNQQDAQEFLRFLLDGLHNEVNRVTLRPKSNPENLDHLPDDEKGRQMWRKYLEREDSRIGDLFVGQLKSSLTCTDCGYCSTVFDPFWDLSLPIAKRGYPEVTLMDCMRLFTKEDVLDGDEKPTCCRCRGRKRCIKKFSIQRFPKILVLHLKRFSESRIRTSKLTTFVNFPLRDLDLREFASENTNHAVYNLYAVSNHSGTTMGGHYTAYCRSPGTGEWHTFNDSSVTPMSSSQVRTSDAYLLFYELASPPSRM
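USP2 core (20nM final) preincubated 30 min RT with compound, then Ub-PLA2 20nM and NBD C6-HPC 20uM final added; buffer 20mM Tris-HCl pH 8.0, 2mM CaCl2. Fluorescence Ex 460/Em 535 read at 0 and 2.5 h; normalized to NEM.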
Rhodamine autofl = compound fluoresces in the rhodamine spectral region | 59,000 compounds, 0.05% hits | max dye-equivalent concentration, M | Rhodamine-region fluorescence, 547/598 nm, Tris buffer; hits give high values; in the data active = max dye-equivalent concentration above about 11 nM; inconclusive = between about 1.1 nM and that limit
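Intrinsic compound fluorescence, ex 547 / em 598 nm, CCD imager. Tris 100 mM pH 8.0; 15 min RT. Output = rhodamine dye-equivalent concentration at each compound concentration.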
FLuc inh = blocks Photinus pyralis firefly luciferase activity; P08659; purified firefly luciferase, luminescence, 8 min; Potency, µM (titrated, usually from 57.1 µM), without a hit: at the highest dose activity change, negative = inhibition, usual class: inhibitors; 72,000 compounds, 2.2% hits; note: potency is the fitted concentration of half-maximal effect; % is set by controls: 0 for no effect and ±100 for the full control effect; nearly all actives have a fitted effect of over 40% in size
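Here, luciferase activity is measured as luminescence following an 8 min room-temperature reaction at 10 uM ATP, pH 7.2. Every library sample is titrated.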
HADH2 inhib = blocks human hydroxyacyl-CoA dehydrogenase type II; recombinant HADH2, NADH fluorescence, beta-hydroxybutyryl-CoA; Potency, µM (titrated, usually from 57.1 µM), without a hit: at the top dose activity change, negative = inhibition, actives largely listed as inhibitors; 73,000 compounds, 3.4% hits; AID 886; note: potency is the fitted concentration of half-maximal effect; % is set by controls: 0 for no effect and ±100 for the full control effect; nearly all actives have a fitted effect of over 60% in size; many of its hits are not listed in these tables
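20 nM HADH2 + cpd, 15 min RT; add 1 mM NAD+/90 uM beta-hydroxybutyryl-CoA; kinetic fluorescence 360/450 nm, 4 min. Tris-HCl pH 9.0, 0.01% Tween-20.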
* hit, by the source's call; i = inactive; ? = inconclusive; nt = not tested or not shown; [ ] = remark or other dose. Unless noted, calls come from the whole dose curve; as a rule, active = well fitted curve in the direction sought with a large enough effect; inconclusive = small, poorly fitted or top-dose-only effect, or another doubt; inactive = no such curve, though single readings can be large; an effect the other way counts as inactive or inconclusive. An excerpt, so the mix of outcomes need not match the whole.

SMILES	ERK AVP inh	Caspase-1 inhib	Caspase-7 inhib	Tau filament bind	Fluorescein fluor	TexasRed autofl	HEK293 cAMP cs	USP2a inh	Rhodamine autofl	FLuc inh	HADH2 inhib
Cc1ccc(C(N)=Nc2ccccc2)cc1	13%[11.5 µM]	1%[11.5 µM]	1%[11.5 µM]	2%[11.4 µM]	i	i	1%[11.4 µM]	nt	i	0%[11.4 µM]	11%[11.4 µM]
CCn1cc(C2=NCC(C)O2)c2ccccc21 (configuration not stated)	-10%	0%	-1%	-21%	i	?	9%	0%	i	1%	-11%
Cc1ccc(N(C=NC#N)CC(=O)N2CCN(c3ccccc3)CC2)cc1	-22%	-2%	-2%	5%	?	i	6%	7%	i	0%	-10%
CCN1CCN(C(=O)CN(c2ccccc2C)S(C)(=O)=O)CC1	-2%	2%	0%	-3%	i	i	2%	-6%	i	2%	7%
O=C(CSc1nc2cccnc2n1Cc1ccccc1)NCc1ccco1	?	-2%	-1%	-3%	?	i	6.3µM*	23%	i	0%	-4%
CC1=CCC2C(=O)N(c3ccc(Br)cc3C)C(=O)C2C1 (configuration not stated)	-19%	0%	0%	-9%	?	i	3%	4%	i	-1%	14%
CCOC(=O)CN1C(=O)C(C)(C)Oc2ccc(C(=O)Nc3ccccc3)cc21	-6%	1%	0%	-6%	?	i	-3%	24%	i	6%	-14%
O=C(CCSc1nnc(-c2ccco2)o1)Nc1ccc(Cl)cc1	0%	2%	-2%	97%	?	i	19%	-16%	i	0%	-1%
COc1cc(OC)c(-c2nn3c(C4CCCCC4)nnc3s2)cc1OC	?	-3%	0%	96%	i	i	6%	37%[activator]	i	2%	nt
COc1ccc(-c2coc3ccc(O[C@@H]4O[C@@H](COC(C)=O)[C@@H](OC(C)=O)[C@@H](OC(C)=O)[C@H]4OC(C)=O)cc3c2=O)cc1	nt	nt	nt	?	i	i	3%	nt	i	0%[11.4 µM]	8%
CN(CCNS(=O)(=O)c1ccc2c(c1)oc(=O)n2C)Cc1ccccc1	0%	0%	2%	-1%	nt	nt	-6%	nt	nt	2%	2%
CCOC(=O)c1sc(NC(=O)CSc2nnnn2-c2ccccc2)c(C(=O)OCC)c1C	4%	0%	-1%	0%	i	i	13%	22%	i	3%	9%
Cn1nnnc1SCC(=O)Nc1ccccc1C(=O)NCc1ccccc1	9%	-3%	-2%	1%[11.4 µM]	nt	nt	12%[11.4 µM]	6%[7.66 µM]	nt	1%	3%[11.4 µM]
c1nc(NC2CCCC2)c2[nH]cnc2n1	nt	1%	0%	4%	nt	nt	8%	nt	nt	-1%	6%
CCCn1c(SCC(=O)NCc2ccco2)nc2c1c(=O)n(C)c(=O)n2C	10%	1%	-1%	-11%	i	i	5%	13%	i	-1%	-4%
CCOc1ccc2cc(C#N)c(SCC(=O)N3CCOCC3)nc2c1	?	-6%	-2%	-14%	?	i	10%	15%	i	5%	?
c1ccc2c(c1)CC1(CCCC1)n1nnnc1-2	-1%	-1%	0%	0%	i	i	11%	2%	i	-3%	-3%
Cc1cc(C)n(CC(O)CN2c3ccccc3Sc3ccccc32)n1 (configuration not stated)	-16%	-4%	-4%	26%	nt	nt	3%	15%	nt	2%	-1%
O=C(c1ccco1)N1CCN(c2ccc(S(=O)(=O)N3CCCC3)cc2)CC1	-23%	2%	2%	-1%	i	i	13%	nt	i	3%	24%
Cc1ccc(S(=O)(=O)NCC(=O)OCC(=O)Nc2ncc(Cl)cc2Cl)cc1	5%	-1%	-7%	-12%	?	i	-8%	29%	i	3%	6%
COc1ccc(O[C@H]2C=C[C@@H](c3ccccc3)O[C@H]2COC(=O)NCc2cccc3ccccc23)cc1	6%[11.5 µM]	2%[11.5 µM]	1%[11.5 µM]	nt	nt	nt	0%[11.4 µM]	nt	nt	0%[11.4 µM]	13%[11.4 µM]
O=C(c1ccccc1)N1CCN(C(=O)N2CCCCC2)CC1	13%	0%	3%	16%	?	i	7%	nt	i	1%	6%
Cc1ccc2oc(=O)c3cnn(CC(=O)NCCc4ccsc4)c3c2c1	-6%	-3%	-6%	179%	nt	nt	18%	nt	nt	0%	3%
COc1ccc2cnn(-c3ccccc3)c(=O)c2c1OC	-6%	0%	-2%	5%	i	i	20%	-1%	i	-6%	-3%
CCOC(=O)N1CCC(N2C(=O)c3ccccc3C2Nc2cccnc2)CC1 (configuration not stated)	2%	-1%	-2%	-4%	nt	nt	20%	nt	nt	1%	-2%
COc1ccc2c(c1)c1nnc(SC)nc1n2C	-13%	-2%	1%	-16%	i	?	?	nt	i	0%	?
Cc1cc(N=CC2=C(O)CCCC2=O)no1	3%	-4%	-5%	15%	nt	nt	6%	-1%	nt	3%	?
CN=c1oc2ccc(Cl)cc2cc1C(N)=O	-9%	-3%	-1%	-15%	?	i	9%	-5%	i	1%	8%
CCOC(=O)N1CCN(CC(=O)Nc2c(C(=O)OC)[nH]c3cccc(Cl)c23)CC1	14%	0%	0%	4%	?	?	-2%	0%	i	-1%	27%
O=C(Nc1ncc2c(n1)CC(c1ccccc1)CC2=O)c1ccco1 (configuration not stated)	-12%	0%	0%	-8%	i	i	6%	11%	i	1%	-7%
CCCCCn1c(=O)[nH]c2cc(C(=O)NCc3ccc4c(c3)OCO4)ccc2c1=O	20%	2%	-1%	104%	i	i	-4%	0%	i	0%	0%
CCc1ccccc1-n1cnc2cc(C(=O)O)ccc21	28%	-3%	-1%	15%	?	i	7%	-7%	i	1%	0%
C=C1c2cc(CC)ccc2NC(=O)N1c1ccc(C)cc1	-11%	-1%	0%	-4%	nt	nt	-6%	nt	nt	-6%	-3%
Cc1cccc(OCCCCCn2ccnc2)c1C	?	0%	0%	2%	nt	nt	32µM*	9%	nt	0%	-1%
COC(=O)c1[nH]c2cc(C)ccc2c1NC(=O)CN1CCCc2ccccc21	-14%	-9%	-7%	?	i	i	-10%	20%	i	-17%	1%
COc1ccccc1Nc1nnc(SCC(=O)N2CCCC2)s1	-21%	2%	0%	2%	?	i	-14%	1%	i	-5%	-12%
CC1(C)CC(=O)C=C(NC2CCCCCC2)C1	-26%	-3%	-2%	4%	nt	nt	17%	6%	nt	4%	3%
O=C(c1c(Cl)cccc1Cl)N1CCCCCC1	-5%	0%	1%	6%	i	i	13%	14%	i	-1%	3%
CN(C(=O)c1ccco1)c1nnc(C23CC4CC(CC(C4)C2)C3)s1	nt	-4%	-7%	14%	nt	nt	17%	nt	nt	20µM*	21%
Cc1ccc(CN2C(=O)CCC2C(=O)NCC2CCCO2)cc1 (configuration not stated)	19%	3%	0%	6%	?	i	4%	-18%	i	0%	8%
COc1ccccc1N1CCN(C(=O)CCn2c(=O)[nH]c3ccsc3c2=O)CC1	-10%	0%	1%	15%	i	?	-1%	8%	i	0%	-8%
Cn1c(SCc2ccc(C#N)cc2)nnc1-c1ccccc1	-2%	4%	-2%	18%	i	i	7%	4%	i	2%	1%
Cc1cc(C)n(-c2nnc(C)n2NS(C)(=O)=O)n1	2%	1%	1%	2%	i	i	6%	-3%	i	1%	-7%
COc1cccc(CNc2cccc3cccnc23)c1O	-19%	-2%	-3%	-16%	i	i	19%	-3%	i	-2%	4%
O=C(c1cccc(F)c1)N1CCC[C@@]2(CCN(Cc3nccs3)C2)C1	18%	-3%	-1%	4%	i	i	10%	23%	i	2%[11.4 µM]	4%
CC(=O)Nc1ccc(S(=O)(=O)NCc2csc(C)n2)cc1	9%	3%	2%	-16%	i	i	3%	1%	i	-1%	5%
CCOC(OCC)P(=O)(C(C)C)C(C)C	4%	-5%	2%	-1%	nt	nt	1%	-8%	nt	2%	6%
C/C(N)=C(/C#N)C(=O)CSc1nnc(Cc2ccccc2F)n1N	-4%	-1%	0%	29%	?	i	29%	4%	i	0%	-10%
COc1cccc(NC(=O)CSc2nnc(-c3ccc(C)cc3)o2)c1	-14%	-2%	0%	323%	nt	nt	23%	nt	nt	1%	6%
CCOC(=O)CC(=O)CSc1ccc2nnc(-c3ccc(F)cc3)n2n1	11%	-1%	-1%	-8%	i	?	1%	19%	i	2%	-7%
Cn1c(=O)c2c(nc(N3CCN(Cc4ccccc4)CC3)n2CCCc2ccccc2)n(C)c1=O	-12%	-4%	-7%	33%	i	?	8%	34%[activator]	i	3%	-7%
CCC1CCCCN1C(=O)CSc1nnc(-c2cccc(Cl)c2)o1 (configuration not stated)	-27%	-1%	-5%	32%	nt	nt	?	nt	nt	-10%	-7%
Cc1ccc(N2CC(C(=O)Nc3ccc4c(c3)OCO4)CC2=O)cc1 (configuration not stated)	-2%	-1%	0%	-5%	i	i	7%	11%	i	0%	14%
COc1ccc(-c2nnc(SCC(=O)Nc3cc(F)ccc3C)o2)cc1	?	1%	-5%	-2%	nt	nt	?	nt	nt	-5%	9%
CCN(CC)CC(=O)Nc1c(C)cc(C(C)(C)C)cc1C	-6%	0%	1%	1%	i	?	18%	1%	i	-1%	7%
